IL1B secr inh – inhibitors of inflammasome signaling (IL-1 beta secretion) | THP-1 LPS/ATP IL-1B secretion, AlphaLISA, 16 h; hits give low values | activity change, % at 57.5 µM | hit rate 4.7% among 360,000 | AID 743279; in the data active means activity change below about -50%; inconclusive means mostly about -30% to -49%; further: on the % scale 0 is the no-effect control and ±100 the full control effect
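THP-1 cells pretreated 1 hr with compounds (up to 57.5 uM final), then stimulated with LPS (250 ng/mL final) plus ATP (1.25 mM final); secreted IL-1B measured by AlphaLISA after 16 hr, decreased signal indicating inhibition.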
KB-V1 cytotox – kills drug-selected multidrug resistant KB-V1 cells | Potency, µM (doses to about 46.1 µM), for inactives: at the highest dose activity change, negative = cytotoxicity, usual class: cytotoxic | hit rate 3.4% among 400,000 | AID 1347076 | KB-V1 MDR cells viability, CellTiter-Glo, 72 h; further: potency means the concentration at half of the fitted maximal effect; on the % scale 0 is the no-effect control and ±100 the full control effect; nearly all actives have a fitted effect of over 60% in size
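Potencies derive from concentration-effect curves fitted to normalized luminescence (CellTiter-Glo) of KB-V1 cells treated for 72 h at 37 degrees C in phenol-red-free DMEM containing 10% FBS.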
HT1080 IDH1KD tx – toxicity to HT-1080 IDH1 knockdown cells (counter line); HT-1080 IDH1 knockdown viability, ATP luminescence, 48 h; Potency, µM (titrated, usually from 46.1 µM), inactives show at the highest dose activity, negative = toxicity, usual class: cytotoxic; AID 686971; hit rate 2% among 360,000;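 further: potency means the concentration at half of the fitted maximal effect; 0% = DMSO wells and -100% = cell-free medium wells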
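Viability of IDH1-knockdown HT-1080 fibrosarcoma cells was assessed by CellTiter-Glo after 48 h at 37 °C with titrated compound; concentration-effect curves were classified by fit quality and response size.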
HT1080NT lethal – kills 2HG-producing HT-1080-NT fibrosarcoma cells; Potency, µM (series often up to 46.1 µM), for the others: at the top dose activity, negative = less viability, actives largely listed as cytotoxic; HT-1080-NT fibrosarcoma viability, CellTiter-Glo ATP luminescence, 48 h; AID 686970; hit rate 1.6% among 360,000;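 further: NT is the 2HG producing partner of a matched IDH1 knockdown line; potency means the concentration at half of the fitted maximal effect; 0% = DMSO-treated cells and -100% = media-only wells without cells; nearly all actives have a fitted effect of over 55% in size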
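750 cells/well, RPMI + 5% FBS; 2 h settle, compound pin-transfer, 48 h at 37 degrees C. CellTiter-Glo 10 min RT, luminescence. Normalized to DMSO and media-only wells.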
GLP-1R agonist – GLP-1 receptor (human) agonism; hit rate 0.007% among 380,000; HEK293 GLP-1R CRE-luciferase, luminescence, 4-6 h; cells express a hypersensitive GLP-1R form; Potency, µM (top dose mostly 45.6 µM), for inactives: at the top dose activation, actives largely listed as activators; further: potency means the concentration at half of the fitted maximal effect; % of control where 0% means no effect
Target sequence (P43220 whole entry, looked up): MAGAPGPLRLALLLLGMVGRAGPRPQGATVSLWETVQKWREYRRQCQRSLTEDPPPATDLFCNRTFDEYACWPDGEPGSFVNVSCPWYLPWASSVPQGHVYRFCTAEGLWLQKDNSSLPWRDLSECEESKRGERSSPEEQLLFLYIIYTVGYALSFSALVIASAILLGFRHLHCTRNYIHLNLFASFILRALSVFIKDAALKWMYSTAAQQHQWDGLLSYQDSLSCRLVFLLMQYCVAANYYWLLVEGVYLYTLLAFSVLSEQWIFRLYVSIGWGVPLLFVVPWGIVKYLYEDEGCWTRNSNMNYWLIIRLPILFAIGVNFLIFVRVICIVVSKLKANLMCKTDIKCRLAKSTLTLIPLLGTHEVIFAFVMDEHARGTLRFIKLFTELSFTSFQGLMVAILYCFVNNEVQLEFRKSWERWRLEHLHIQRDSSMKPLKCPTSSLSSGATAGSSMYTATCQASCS
D3 ag – agonists of human D3 dopamine receptor; P35462; D3R DiscoveRx beta-arrestin cells, luminescence, 90 min; max activation, %; hit rate 0.58% among 410,000; AID 652048; in the data active means max activation above about 30%; further: 0% is about no effect; mostly tested at two doses, the higher about 12 µM
Target sequence (P35462 whole entry, looked up): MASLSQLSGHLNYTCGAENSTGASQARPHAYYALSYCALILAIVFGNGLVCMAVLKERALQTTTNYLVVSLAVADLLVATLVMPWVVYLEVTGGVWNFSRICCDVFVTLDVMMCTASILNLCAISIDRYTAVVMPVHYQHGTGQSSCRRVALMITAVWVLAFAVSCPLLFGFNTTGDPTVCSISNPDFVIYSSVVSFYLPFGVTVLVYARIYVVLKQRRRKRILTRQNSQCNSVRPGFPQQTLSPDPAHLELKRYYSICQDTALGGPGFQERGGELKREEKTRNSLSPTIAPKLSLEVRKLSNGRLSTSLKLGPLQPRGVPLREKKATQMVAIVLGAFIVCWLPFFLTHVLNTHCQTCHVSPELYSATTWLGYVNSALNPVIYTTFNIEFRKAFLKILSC
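Agonist mode: compounds and dopamine controls were applied to plated cells for 90 min at 37 degrees C after an overnight attachment at 1500 cells/well. Luminescent read-out followed 30 - 60 minutes at room temperature with DiscoveRx detection reagent.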
KB-3-1 tox – kills parental KB-3-1 adenocarcinoma cells; hit rate 1.4% among 400,000; KB-3-1 viability, CellTiter-Glo ATP luminescence, 72 h; Potency, µM (doses to about 46.1 µM), for inactives: top-dose activity change, negative = cytotoxic, hits mostly cytotoxic; AID 1347075; further: potency means the concentration at half of the fitted maximal effect; on the % scale 0 is the no-effect control and ±100 the full control effect; nearly all actives have a fitted effect of over 60% in size
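Cytotoxicity measured as CellTiter-Glo luminescence after 72 h at 37 C. Compound titrations were pinned onto drug-naive KB-3-1 parental adenocarcinoma cells grown in DMEM with 10% FBS, and normalized data fitted to concentration-response curves.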
D3 antag – blocks the human D3 dopamine receptor; P35462; D3R cells, DiscoveRx beta-arrestin luminescence, antagonist mode; hits give low values; max response, negative = inhibition, %; hit rate 2.5% among 360,000; AID 652054; in the data active means max response below about -50%; inconclusive means no clear call, values can overlap the other calls; further: on the % scale 0 is the no-effect control and ±100 the full control effect; mostly tested at two doses, the higher about 12 µM
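Cells expressing the human receptor were seeded at 1500 cells/well, incubated overnight at 37 degrees C in 5% CO2, then exposed to library compounds with dopamine controls for 90 minutes at 37 degrees C before luminescent detection.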
SW480 rereplic – DNA re-replication induction in SW480 cells | SW480 DNA re-replication, Hoechst DNA content imaging, 48 h | Potency, µM (doses to about 46.1 µM), inactives show top-dose re-replication activation, most hits filed as activators | hit rate 1.8% among 340,000 | AID 624297; further: potency means the concentration at half of the fitted maximal effect; % of control where 0% means no effect; nearly all actives have a fitted effect of over 55% in size
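DNA re-replication was detected as more nuclei of elevated Hoechst intensity after 48 hr exposure to compound (23 nL pinned per well of 250 cells).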
* marks the source's active call; other numbers are inactive results; i = inactive; ? = inconclusive; · = not tested or not shown; & = joins results of further samples; [ ] = another dose, or the depositor's remark. Unless noted, the call rests on the fitted dose curve; in most records, active means well fitted curve in the direction sought with a large enough effect; inconclusive means small, poorly fitted or top-dose-only effect, or another doubt; inactive means no such curve, though single readings can be large; an effect the other way counts as inactive or inconclusive.

SMILES	IL1B secr inh	KB-V1 cytotox	HT1080 IDH1KD tx	HT1080NT lethal	GLP-1R agonist	D3 ag	KB-3-1 tox	D3 antag	SW480 rereplic
CC(C)(C)c1nnc2sc(SC/C(O)=C(\C#N)c3nc4ccccc4[nH]3)nn2c1=O	14	?	8%	2%	-11%	-7	0%	-21	-13%
Cc1cc(S(=O)(=O)Nc2c(NC3CCCCC3)c3ccccc3oc2=O)ccc1F	-5	1%	-6%	-16%	5%	-3	-5%	18	-24%
O=C(NCCCN1CCCC1=O)c1cccc(S(=O)(=O)N2CCN(c3ccccc3)CC2)c1	-3	-35%	9%	6%	-3%	4	-1%	1	-1%
COC(=O)c1ccccc1NC(=O)CSc1nnc(-c2cccnc2)n1C	2	5%	-2%	-1%	-1%	-5	6%	0	1%
Cc1cc(/N=C/C=C2\N(C)c3ccccc3C2(C)C)n(CCC#N)n1	-90*	-10%	3%[9.24 µM]	?	16%	9	-21%	7	-1%
CCN1CCN(CCn2c(=S)[nH]c3cc4c(cc3c2=O)OCO4)CC1	9	4%	10%	12%	-3%	-3	4%	?	-22%
Cc1c(Br)c([N+](=O)[O-])nn1CC(=O)NCCc1ccc(Cl)cc1	-3	7%	-16%	-5%	14%	-13	1%	1	-1%
COc1cc(CNCc2cccs2)ccc1OCc1cccs1	-84*	?	?	9%	8%	-12	-5%	3	-3%
Cc1cccc(NC(=O)N[C@@H](C)C(=O)O)c1	13	13%	7%	3%	-2%	-10	6%	20	-4%
CC(C)(C)CC(=O)NC(=S)NCc1ccccc1	84	-10%	-3%	-5%	7%	-19	?	-13	-2%
CC1=C(C(=O)OC(C)C)C(c2cccc(F)c2)N2C(=O)C(C)SC2=N1 (configuration not stated)	9	4%	-2%	4%	-14%	-1	-2%	7	-3%
NS(=O)(=O)c1ccc(NC(=O)CCCC(=O)O)cc1	0	5%	-2%	0%	6%	3	1%	15	-2%
CCOc1ccc(S(=O)(=O)N2CCN(C(=O)CCC(=O)N3CCOCC3)CC2)cc1	-5	1%	13%	6%	17%	-4	-8%	24	3%
O=C(NC(Cc1ccccc1)C(=O)O)c1ccc(S(=O)(=O)N2CCOCC2)cc1 (configuration not stated)	2	-10%	-5%	2%	9%	15	-9%	6	-8%
CCNCCC(=O)N1c2ccccc2Sc2ccc(NC(=O)OCC)cc21	?	0%	-26%	?	2%	-15	-23%	19	1%
Cn1c(CCN2CCOCC2)nc2cc(NC(=O)COc3ccc([N+](=O)[O-])cc3)ccc21	0	26%	7%	4%	-4%	-3	11%	5	26%
COC(=O)c1cc([N+](=O)[O-])ccc1N1CCN(Cc2ccccc2)CC1	0	-20%	2%	3%	19%	-10	-7%	-52*	1%
CCc1noc(C)c1C(=O)N1CCCC(C(=O)c2ccc(OC)c(F)c2)C1 (configuration not stated)	32	0%	-5%	0%	-7%	3	-6%	10	-3%
COc1cc2cnncc2cc1OC	-8	10%	1%	2%	-3%	-14	5%	-22	-10%
COc1ccccc1-n1c(SCC(=O)Nc2cc(C)on2)nc2c([nH]c3ccccc32)c1=O	i	?	-4%	-8%	3%	5	?	3	-14%
O=C(c1ccccc1)c1ccc(N2CCN(C(=O)c3cccc(F)c3F)CC2)c(F)c1	-28	?	-8%	-11%	2%	16	-23%	61	13%
Oc1c(Cl)cc(Cl)c2cccnc12	126	8%	21µM*	?	0%&-2%	-8&-6	?	-61*	3.8µM*
O=C(CCCCn1c(=O)c2ccccc2n(CC(=O)Nc2cccc(F)c2)c1=O)NCCc1ccccc1	·	-6%	·	·	-1%	-13	-1%	·	·
CCOC(=O)c1cnc2c(ccc3ccccc32)c1Nc1ccccc1O	·	0%	·	·	4%	-7	4%	·	·
Cc1ccc(NC2=NCC(=O)N2Cc2ccc3c(c2)OCO3)cc1	14	-2%	-3%	0%	2%	-5	-2%	5	2%
COc1ccc2c(=O)cc(-c3cccnc3)oc2c1OC	-13	-2%	6%	1%	18%	8	-5%	13	-13%
Cc1cccc(C(=O)N/N=C/c2ccc3c(c2)OCO3)n1	-1	20%	-2%	-1%	-10%	-1	-1%	-27	-5%
CCC1(CC)NC(=O)N(CC(=O)OCC(=O)Nc2ccc(OC(F)(F)F)cc2)C1=O	-16	?	-3%	-1%[9.24 µM]	11%	-2	3%	-2	12%
O=C(/C(=N\Nc1ccc(Br)cc1)Sc1nnnn1-c1ccccc1)c1ccccc1	17	?	-3%	0%	-13%	4	-18%	1	-3%
O=c1[nH][nH]c2c1C(c1cccc(C(F)(F)F)c1)OC(CCc1ccccc1)C2 (configuration not stated)	24	0%	?	-30%	4%	7	-2%	11	·
COc1cc(/C=N/Nc2cc(C)nc(NS(=O)(=O)c3ccccc3)n2)ccc1O	-4	12%	-1%	-9%	17%	0	13%	-9	1%
COc1cccc(CCNC(=O)C2CCCN(c3ncnc4c3nc3n4CCCCC3)C2)c1OC (configuration not stated)	60	3%	-8%	3%	0%	13	9%	6	?
Cc1ccc2nc(SC(C(=O)Nc3ccc(F)cc3)c3ccccc3)[nH]c2c1 (configuration not stated)	-52*	?	?	?	-18%	-17	?	-24	?
COc1cc(CC(=O)OCC(=O)NC2CC2)cc(OC)c1OC	15	1%	11%	16%	5%	3	-5%	-3	0%
O=C(OCCC1Oc2cccnc2NC1=O)c1ccc(F)cc1 (configuration not stated)	-10	0%	-1%	-1%	7%	-3	-9%	6	10%
Cc1cccc(C)c1N=Nc1c(C)cc(O)cc1C	-89*	?	21µM*	?	9%	-2	?	-5	?
CN(C)c1cccc2c1c(NC(=O)c1ccc(F)cc1)nn2C	26	1%	5%	3%	-3%	6	-2%	18	-12%
CCOC(=O)/C(=C/C=C1\Sc2cc(OCC)c(OCC)cc2N1CC)C(C)=O	-2	?	12%	7%	15%	8	-7%	2	-2%
O=C(Nc1cccc2c1CCCC2)c1cc(C2CCCCN2C(=O)c2cccs2)on1 (configuration not stated)	17	?	?	?	4%	0	?	-23	·
O=C(NCC[C@@H]1C[C@@H]2C=C[C@H]1C2)c1cc(COc2ccc(F)cc2F)on1	0	-4%	0%	14%	0%	-12	-9%	?	27%
CC(=O)C1=C(C)N(Cc2ccco2)C(=O)C1(NC(=O)C1CCCCC1)C(F)(F)F (configuration not stated)	-5	18µM*	8%	-1%	-11%	-2	0%	-14	9%
COc1ccc(OC)c(Nc2nc(N)c([N+](=O)[O-])c(N3CCOCC3)n2)c1	?	?	0%	-3%	?	4	-7%	15	9%
Cc1ccc2nc(SCC(=O)NCc3ccc(F)cc3)nc(=O)n2c1	4	7%	0%	-3%	-5%	-4	10%	-1	-23%
Cc1c(CCC(=O)N[C@@H](C)C(=O)O)c(=O)oc2c(C)c3oc4c(c3cc12)CCCC4	20	3%	0%	-5%	11%	-5	1%	-22	-5%
COCC(=O)Nc1nc2ccc(S(C)(=O)=O)cc2s1	30	2%	-6%	1%	0%	-4	-4%	-14	-14%
CC1CC(C)CN(Cc2nc(N)nc(Nc3ccccc3)n2)C1 (configuration not stated)	2	-10%	8%	1%	-2%	2	-24%	9	-2%
O=c1c2ccccc2sc2ccccc12	-15	?	7%	1%	-2%	-5	?	-29	-1%
COc1ccc(/C=C/C(=O)NNC(=O)c2cc(C)oc2C)cc1	-58*	-10%	-11%	-3%	7%	3	-2%	3	1%
COc1ccc(OC)c(NC(=O)NNS(=O)(=O)c2ccc(C)cc2C)c1	2	4%	4%	9%	-3%	3	-2%	13	3%
CCCS(=O)(=O)N1CCC(C(=O)NC2CCC(C)CC2)CC1 (configuration not stated)	-1	13%	13%	11%	0%	-1	5%	-2	-3%
CCOc1ccc(/C=C2\SC(=O)N(CCNC(=O)CN3C(=O)NC4(CCCC4)C3=O)C2=O)cc1OC	-7	2%	-1%	-1%	12%	2	10%	5	-3%
COC(=O)c1ccccc1NC(=O)COc1ccc(S(=O)(=O)NC(C)C)cc1	-5	7%	-3%	-14%	?	1	1%	0	1%
Cc1cccnc1NC(=O)c1ccc(NS(=O)(=O)/C=C/c2ccccc2)cc1	11	25%	3%	-2%	-7%	2	7%	-20	-2%
Cc1cc2c(SCC(=O)NC3CCCC3)ncnc2s1	-10	5%	19%	20%	11%	2	-4%	6	-6%
Cc1ccc(C(C)C)c(OCC(=O)NCC(c2cccs2)N2CCOCC2)c1 (configuration not stated)	?	?	-3%	-21%	11%	-10	-15%	-17	-684%[inhibitor]
CC1=C(C(=O)Nc2ccccn2)C(c2ccc(Cl)cc2Cl)NC(=S)N1 (configuration not stated)	0	?	-11%	14%	8%	-10	-5%	-3	-33%[inhibitor]
COc1ccc(/C=N/Nc2nc(Nc3ccccc3)nc(N3CCCCC3)n2)cc1OC	-16	?	-13%	-15%	0%	-5	?	2	1%
COC(CN(C(=O)CCl)C(C(=O)NC1CCCCC1)c1ccc(Cl)cc1)OC (configuration not stated)	?	?	-19%	-11%	1%	5	?	7	9%
COc1cc(NC(=O)c2cnn(-c3cccc(F)c3)c2C2CCNCC2)cc(OC)c1OC	·	?	·	·	-6%	3	-5%	·	·

Structural class, those above with bromine
SMILES	IL1B secr inh	KB-V1 cytotox	HT1080 IDH1KD tx	HT1080NT lethal	GLP-1R agonist	D3 ag	KB-3-1 tox	D3 antag	SW480 rereplic
Cc1c(Br)c([N+](=O)[O-])nn1CC(=O)NCCc1ccc(Cl)cc1	-3	7%	-16%	-5%	14%	-13	1%	1	-1%
O=C(/C(=N\Nc1ccc(Br)cc1)Sc1nnnn1-c1ccccc1)c1ccccc1	17	?	-3%	0%	-13%	4	-18%	1	-3%
